High-throughput results deposited in PubChem BioAssay by Sanford-Burnham Center for Chemical Genomics.
SENP7 inh – SENP7 protease inhibitors, primary screen, biochemical, luminescence, uHTS; Sentrin-specific protease 7 (Homo sapiens), Q9BQF6; recombinant SENP7, Z-RLRGG-aminoluciferin luminescence, 40 min; inhibition, % at 5 µM; 330,000 compounds, 1.5% hits; AID 434973, 2010;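 active = inhibition above about 50% at the single test dose, limit read from the data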;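 also: plate controls were DMSO with enzyme for no effect and no enzyme buffer wells for full effect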
Target sequence (Q9BQF6 706-1050 limits assumed): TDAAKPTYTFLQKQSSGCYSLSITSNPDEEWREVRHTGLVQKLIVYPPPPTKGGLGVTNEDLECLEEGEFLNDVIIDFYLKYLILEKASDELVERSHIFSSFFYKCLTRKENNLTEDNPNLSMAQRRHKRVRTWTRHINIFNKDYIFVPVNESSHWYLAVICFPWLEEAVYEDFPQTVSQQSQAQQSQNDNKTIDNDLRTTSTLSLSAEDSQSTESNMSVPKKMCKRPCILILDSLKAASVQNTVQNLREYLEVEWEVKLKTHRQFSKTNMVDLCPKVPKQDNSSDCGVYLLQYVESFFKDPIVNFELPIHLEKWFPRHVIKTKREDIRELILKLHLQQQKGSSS
UBC13 polyUb – UBC13 polyubiquitin chain formation inhibitors, primary screen, biochemical, TR-FRET, uHTS; 330,000 compounds, 0.47% hits; inhibition, % at 20 µM; AID 485273, 2010; in the data active = inhibition above about 45%, passing the limit was not always enough
Target sequence (P61088 whole entry, looked up): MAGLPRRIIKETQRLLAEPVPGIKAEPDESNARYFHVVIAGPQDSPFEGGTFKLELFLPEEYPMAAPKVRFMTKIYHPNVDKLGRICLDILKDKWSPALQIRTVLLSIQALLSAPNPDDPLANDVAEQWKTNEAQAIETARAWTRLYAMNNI
Apaf1 inhib – inhibitors of human Apaf-1 apoptosome, primary screen, biochemical, DEVD-Rh110 fluorescence, uHTS. inhibition, % at 20 µM. reconstituted apoptosome caspase-3 activity. 330,000 compounds, 0.71% hits. AID 489030, 2010; active = inhibition of at least 40% at 20 µM;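 also: plate controls were DMSO wells for no effect and DEVD-CHO caspase inhibitor wells for full effect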
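detection = Rh110 fluorescence intensity | test system = biochemical Apaf-1 apoptosome reconstitution | also added = cytochrome c and DEVD-Rh110 substrate | schedule = 30 min plus 50 min, RT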
697 NFkB inh – inhibitors of PMA/ionomycin-induced NF-kB reporter, 697 cells, primary screen, B-cell NF-kB inhibitor project, cell-based, luminescence, uHTS; 330,000 compounds, 0.33% hits; 697 B-cell NF-kB luciferase reporter, 16 h; inhibition, % at 4 µM; AID 435022, 2010; in the data active = inhibition above about 35%
Jurkat NFkB inh – inhibitors of induced NF-kB luciferase reporter, primary screen, TCR NF-kB activation inhibitor project, cell-based, luminescence, uHTS; Jurkat, PMA/ionomycin-induced NF-kB luciferase reporter; inhibition, % at 4 µM; 330,000 compounds, 0.53% hits; AID 435003, 2010
HKDC1 inhibitor – HKDC1 hexokinase inhibitors, primary screen, biochemical, fluorescence, uHTS; Q2TB90; recombinant HKDC1, G6PDH/diaphorase resazurin coupled fluorescence; inhibition, % at 20 µM; 340,000 compounds, 0.16% hits; AID 493160, 2011;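 active = inhibition above about 35% when tested at 20 µM, limit read from the data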;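 also: plate controls were DMSO wells with enzyme for no effect and DMSO wells lacking enzyme for full effect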
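Assay system: in-house recombinant HK5 (HKDC1) enzyme. Input: HKDC1 at 5 µg/mL. Medium: Tris pH 8.0 buffer with MgCl2, Tween-20, BSA, BME. Dosing: single 20 µM dose. Schedule: 90 min reaction incubation at room temperature, dark. Signal: resazurin-to-resorufin fluorescence via G6PDH and diaphorase coupling, 525/613 nm. Controls: DMSO-enzyme wells negative, buffer-substituted wells positive.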
SENP8 block – SENP8 protease inhibitors, primary screen, biochemical, luminescence; Sentrin-specific protease 8 (Homo sapiens), Q96LD8; inhibition, % at 10 µM; purified SENP8, Z-RLRGG-aminoluciferin cleavage; 330,000 compounds, 1.2% hits
Target sequence (Q96LD8 whole entry, looked up): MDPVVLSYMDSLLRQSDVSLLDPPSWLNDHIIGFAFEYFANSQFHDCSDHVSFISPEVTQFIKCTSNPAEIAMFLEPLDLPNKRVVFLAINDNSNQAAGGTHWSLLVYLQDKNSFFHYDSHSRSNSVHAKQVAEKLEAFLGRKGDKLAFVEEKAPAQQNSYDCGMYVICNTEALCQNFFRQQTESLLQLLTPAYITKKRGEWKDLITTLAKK
Gli-Sufu antag – Gli-Sufu pathway antagonists, primary screen, luciferase luminescence, Sufu-KO-LIGHT cells, uHTS; Sufu-KO-LIGHT fibroblasts, Gli luciferase reporter luminescence; 340,000 compounds, 0.74% hits; inhibition, % at 5 µM; AID 588413, 2011;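 active = inhibition above about 55%, limit read from the data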;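 also: 0% = DMSO-treated cells and 100% = wells with medium but no cells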
Active calls of the source: *; i = inactive; / = not tested or not shown; & = joins results of further samples. Rule as the data show it, unless noted: active = inhibition above about 50%; inactive = the rest. These rows are one share of the data; rates above refer to the full screens.

SMILES | SENP7 inh | UBC13 polyUb | Apaf1 inhib | 697 NFkB inh | Jurkat NFkB inh | HKDC1 inhibitor | SENP8 block | Gli-Sufu antag
CCOP(=O)(Cc1cc(C(=O)CC)c(C)o1)OCC | -9 | -1 | -5 | -29 | -25 | 3 | 0 | 7
CCOC(=O)C(O)(c1ccc(NC(=S)NC(=O)c2ccc(Cl)cc2Cl)cc1)C(F)(F)F (configuration not stated) | -5 | 3 | 8 | -47 | 10 | 0 | -1 | 3
CCCC[N+]12CCC(CC1)C(Cc1ccccc1)C2 (configuration not stated) | 14 | 3 | -15 | 1 | -8 | -1 | -4 | 26
O=C1/C(=C/c2cccnc2)N2CCC1CC2 | 3 | 3 | -24 | 18 | 1 | -5 | -1 | 5
CN1CCN(C(=O)COc2ccc(C(C)(C)C)cc2Br)CC1 | -12 | -5 | 4 | -23 | -6 | 4 | -10 | 2
CCCCNC(=O)Nc1ccc(C(O)(C(=O)OC)C(F)(F)F)cc1 (configuration not stated) | 0 | 9 | -8 | -6 | 3 | -4 | -6 | -14
CCOC(=O)c1ccc2c(c1)n(Cc1ccccc1)c(C)[n+]2CC | 9 | -6 | -1 | 13 | -4 | -4 | 3 | -1
O=C(COc1ccccc1Cl)N1CCCC(N2CCN(c3ccc(F)cc3)CC2)C1 (configuration not stated) | 0 | 8 | 7 | -16 | 7 | -1 | -6 | 39
CC(C)(C)C(=O)OC[N+](C)(C)CCOC(=O)C(O)(c1ccccc1)C1CCCC1 (configuration not stated) | 3 | -1 | -13 | 22 | 5 | -4 | 2 | -10
CC(=NC1CCN(Cc2ccccc2)CC1)c1c(O)n(C)c(=O)n(C)c1=O | 1 | 1 | 19 | 10 | -11 | -3 | -7 | -12
CCOC(=O)C1C(=O)N(C)C2(C)CC1c1ccccc1O2 (configuration not stated) | 1 | 1 | 3 | -3 | 8 | -3 | 1 | -1
CCOc1cc(C2C(C#N)=C(N)Oc3c2c(=O)oc2ccccc32)ccc1OC(=O)c1cccs1 (configuration not stated) | 1 | -25 | 8 | -6 | -2 | 4 | -8 | 0
CN1C(=O)C(=Cc2ccc(N3CCOCC3)o2)C(=O)N(C)C1=O | -3 | i | 4 | 4 | -4 | 8 | -11 | -10
O=c1c2ccccc2ncn1-c1ccc([N+](=O)[O-])c(C(F)(F)F)c1 | -1 | 5 | -1 | 15 | 15 | -10 | -6 | -17
O=C(Nc1ccc(Cl)c(Cl)c1)c1ccco1 | 39 | 0 | 11 | -80 | -87 | 1 | 51* | -22
Cc1ccsc1C(=O)C1CCCN(Cc2sc(N(C)C)nc2Cl)C1 (configuration not stated) | -7 | 5 | 1 | 10 | 5 | -8 | 10 | 25
CCCCOP(=O)(OCCCC)/C(C#N)=C(/C)O | -4 | -5 | 1 | 11 | 1 | 0 | -12 | 0
CCOP(=O)(OCC)C(NC(=O)c1cccc(C)c1)C(Cl)(Cl)Cl (configuration not stated) | -17 | -6 | -1 | -7 | -10 | -3 | -1 | 7
COc1ccc(CCNCc2sccc2C)cc1OC | -3 | -2 | 6 | -9 | 7 | -1 | -1 | 25
CCOC(=O)C(O)(c1ccc(NC(=O)NC)cc1)C(F)(F)F (configuration not stated) | 3 | 5 | -5 | 0 | 10 | 0 | -1 | 0
O=C(NC(c1ccc(Cl)cc1)P(=O)(Oc1ccccc1)Oc1ccccc1)OCc1ccccc1 (configuration not stated) | 2 | 5 | 1 | 2 | -7 | 5 | -4 | -4
O=C1NC(=O)N(CCc2ccc(F)cc2)C(=O)/C1=C/C=C/c1ccccc1 | -2 | -12 | 17 | -65 | 28 | 26 | -1 | 3
O=c1[nH]c(=O)n(-c2ccc(F)cc2)c(O)c1C=NCCN1CCCCC1 | -1 | -4 | -5 | 8 | -19 | 3 | -2 | 0
Cc1nc2ccccc2c(=O)n1-c1ccc(Cl)cc1Cl | -2 | 6 | 8 | -5 | -6 | -2 | 1 | 18
Cc1ccc(CNCCc2ccc(F)cc2)s1 | 2 | 4 | -3 | 0 | 4 | 0 | -1 | 9
COc1ccc2[nH]cc(CCN(C)C)c2c1 | 9 | -4 | -8 | 15 | -1 | -1 | 4 | -2
COc1ncccc1C(=O)NCC(CC(=O)O)c1ccccc1 (configuration not stated) | -5 | -9 | -5 | 4 | 7 | 1 | -15 | -1
CN(C)c1nc(-c2ccccc2)[n+](C)s1 | 4 | -7 | -1 | -12 | -12 | -5 | -4 | -21
FC(F)(F)c1ccc(NC2=NCCCS2)cc1 | 0 | 2 | 2 | -10 | -17 | 1 | -2 | 24
CCOC(=O)C1(CCCc2ccccc2)CCN(C2CCC2)CC1 | -4 | 6 | 5 | -4 | 3 | -6 | 8 | 26

A second format for four compounds above.
COc1ncccc1C(=O)NCC(CC(=O)O)c1ccccc1 (configuration not stated)
  SENP7 inh: -5
  UBC13 polyUb: -9
  Apaf1 inhib: -5
  697 NFkB inh: 4
  Jurkat NFkB inh: 7
  HKDC1 inhibitor: 1
  SENP8 block: -15
  Gli-Sufu antag: -1
FC(F)(F)c1ccc(NC2=NCCCS2)cc1
  SENP7 inh: 0
  UBC13 polyUb: 2
  Apaf1 inhib: 2
  697 NFkB inh: -10
  Jurkat NFkB inh: -17
  HKDC1 inhibitor: 1
  SENP8 block: -2
  Gli-Sufu antag: 24
CCCCOP(=O)(OCCCC)/C(C#N)=C(/C)O
  SENP7 inh: -4
  UBC13 polyUb: -5
  Apaf1 inhib: 1
  697 NFkB inh: 11
  Jurkat NFkB inh: 1
  HKDC1 inhibitor: 0
  SENP8 block: -12
  Gli-Sufu antag: 0
Cc1ccc(CNCCc2ccc(F)cc2)s1
  SENP7 inh: 2
  UBC13 polyUb: 4
  Apaf1 inhib: -3
  697 NFkB inh: 0
  Jurkat NFkB inh: 4
  HKDC1 inhibitor: 0
  SENP8 block: -1
  Gli-Sufu antag: 9

(continued)
SMILES | SENP7 inh | UBC13 polyUb | Apaf1 inhib | 697 NFkB inh | Jurkat NFkB inh | HKDC1 inhibitor | SENP8 block | Gli-Sufu antag
CCCCn1c(=O)c(C(=O)Nc2ccccn2)c(O)c2ccccc21 | -6 | 44 | 14 | -23 | 4 | 3 | 2 | /
O=C1CC(=O)N(c2ccccc2)C(=O)N1c1ccccc1 | -1 | -3 | -13 | -16 | 0 | -4 | 1 | -4
CCN(CC)CCCNC(=O)c1c(O)c2ccccc2n(Cc2ccccc2)c1=O | -2 | 53* | 15 | -29 | -17 | 83* | -3 | 15
CCCNC(=O)N1[C@H]2CC[C@@H]1C(C(=O)OC)=C(c1ccc(S(C)(=O)=O)cc1)C2 | -4 | 3 | -6 | 20 | 13 | -7 | 1 | -15
COc1cc2ccc(=O)oc2c2ccoc12 | -3 | 4 | -5 | 15 | 6 | 1 | -9 | 0
O=[N+]([O-])c1ccc(N2CCNCC2)cc1Sc1ccccn1 | 4 | -15 | -4 | 9 | -2 | 9 | -11 | 26
Cc1ccc(-c2nc3ccccc3c(=O)n2-c2ccc(Br)cn2)cc1 | 12 | -14 | 17 | -5 | -8 | 12 | 3 | 1
FC(F)(F)c1ccc2c(c1)ncn2C1CCN(Cc2nnnn2C2CCCCC2)CC1 | 5 | 15 | 11 | -4 | 11 | 3 | -1 | 11
O=C1NC(=O)C(=Cc2cc3c(cc2[N+](=O)[O-])OCO3)C(=O)N1 | 17 | 7 | -16 | 8 | -1 | 4 | 1 | -5
COC(=O)C1=C(c2cccc(C#N)c2)C[C@@H]2CC[C@H]1N2C(=O)N1CCOCC1 | 8 | 5 | 9 | 6 | 1 | -3 | 4 | 17
COc1ccc(C(=O)OC2C[C@H]3CC[C@H](C2)N3C)cc1OC (some centres not stated) | 0 | 7 | -12 | 2 | -23 | 5 | 14 | 3
O=[N+]([O-])c1ccc(NCCCN2CCOCC2)nc1 | 12 | -10 | -8 | -7 | 1 | 0 | -2 | -21
COC(=O)C1=C(c2cccc(C#N)c2)C[C@@H]2CC[C@H]1N2C(=O)NCCNC(C)=O | 9 | -11 | 6 | 13 | 10 | -2 | -6 | -10
Cn1cc(C(=O)c2ccccc2)c2ccccc21 | -2 | 43 | 2 | 14 | 19 | -8 | 8 | -2
CN1C(=O)C(=Cc2coc3ccccc3c2=O)C(=O)N(C)C1=O | 2 | 7 | 5 | 9 | -10 | -2 | 5 | 7
CN1CC=C(c2c[nH]c3ccccc23)CC1 | -7 | 0 | 10 | -19 | -11 | -3 | -14 | 2
CCN(CC)CCN=Cc1c(O)n(Cc2ccccc2)c(=O)[nH]c1=O | 5&2 | 0&2 | 1&0 | 11&16 | -1&-8 | -7&1 | 1&-5 | -3&-12
CNC(=O)O/N=C(\N)Cc1csc2ccccc12 | -2 | 4 | -19 | 20 | -7 | -3 | -5 | 11
CCOP(=O)(OCC)/C(C#N)=C/c1ccc(Br)cc1 | 2 | 2 | 7 | 10 | -8 | 3 | 5 | 7
CN1C2CCC1CC(OC(=O)c1ccc(Cl)cc1)(C(=O)O)C2 (configuration not stated) | 6 | 5 | -5 | 8 | 13 | 14 | 6 | -4
CCc1nccc2c1[nH]c1ccccc12 | 0 | 16 | -5 | 5 | 0 | -3 | 6 | 1
COC(=O)C1=C(c2cc3ccccc3s2)C[C@@H]2CC[C@H]1N2C(=O)NCc1ccc(F)cc1 | -6 | 0 | 22 | -51 | -24 | -5 | 10 | 20
CCCCn1c(=O)c(C(=O)Nc2ccccc2)c(O)c2ccccc21 | -5 | 35 | 7 | -27 | -23 | -10 | -4 | 3
Cn1c(O)c(C=NC2CC3CCC2(C)C3(C)C)c(=O)[nH]c1=O (configuration not stated) | 2 | 0 | 0 | 17 | 1 | 1 | 0 | 1
CN(C)C(=O)Oc1cccc2c(OC(=O)N(C)C)cccc12 | 9 | -13 | 2 | -22 | -36 | -2 | 3 | -1
CCC1=Nc2cc(C(=O)N3CCC4(CC3)OCCO4)ccc2Sc2ccccc21 | 2 | 1 | 4 | -2 | 16 | 0 | -4 | -19
CCC(=O)N1CCN(CCN=Cc2c(O)n(C)c(=O)n(C)c2=O)CC1 | -5 | -6 | 2 | -7 | 6 | -2 | -12 | 9
O=C(N/N=C/c1c(O)n(Cc2ccco2)c(=O)[nH]c1=O)c1ccccc1O | 1 | -4 | -9 | -7 | 0 | 2 | -7 | -1
CC(C)CC12CN3CCN(CC(C3)C1O)C2 (configuration not stated) | 2 | 0 | 14 | 7 | 10 | -4 | -4 | 24
CC(C)N1C(=O)/C(=C/C=C/c2ccco2)C(=O)N(Cc2ccco2)C1=O | 11 | -16 | 26 | 10 | 8 | 23 | 7 | -19
Cc1nc2ccccc2c(=O)n1-n1cnnc1 | 4 | 4 | -8 | -6 | -2 | -6 | -1 | 5
CCCCNC(=O)c1c(N)n(Cc2ccc3c(c2)OCO3)c2nc3ccccc3nc12 | 62* | -29 | 95* | -23 | 5 | 23 | 89* | -14
CCC1(c2ccccc2)C(=O)NC(=O)NC1=O | -6 | -16 | 4 | 15 | -7 | -2 | -2 | 1
CN1CCN(c2ccc3nccnc3c2)CC1 | -1 | -4 | 2 | 6 | 10 | 0 | 1 | 1
CCOc1ccc(N2C(=O)NC(=O)/C(=C/c3cnc(SC)nc3)C2=O)cc1 | -2 | 4 | 2 | 19 | 5 | -2 | 7 | -8
O=C(Cc1ccccc1)Oc1ccc(N2C(=O)CCC2=O)cc1 | -14 | -9 | 6 | -2 | -7 | 6 | -14 | -1
Cc1ccccc1-n1c(O)c(C=Nc2ccc(N(C)C)cc2)c(=O)[nH]c1=O | 2 | -18 | 24 | -1 | 4 | 11 | 8 | 4
